Screens from PubChem.
bCat nuc transl – beta-catenin nuclear translocation modulation; HeLa beta-catenin nuclear translocation, immunofluorescence imaging; nuclear translocation activity, % at 5 µM; 190,000 compounds, 0.3% hits; AID 1665;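 active = nuclear translocation activity above 50% at 5 µM, with a well cell count of 50 or more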;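 also: per-cell ratio of nuclear to cytoplasmic median beta-catenin stain intensity; plate controls were DMSO negative control for no effect and GSK-3 inhibitor IX positive control for full effect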
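Test system: HeLa cells, endogenous beta-catenin; Compound: single 5 µM dose plus 0.02–20 µM confirmation series; Times: compound exposure 24 h at 37°C; Signal: fluorescence imaging of beta-catenin antibody stain plus DAPI; Read-out: % activation, nuclear-to-cytoplasmic median beta-catenin signal ratio per cell.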
MT stabilizer – stabilizes microtubules in HeLa cells. HeLa tubulin immunostaining HCS, 24 h; share of cells brighter than vehicle mean+2SD. % tubulin-high responders, % at 10 µM. 200,000 compounds, 0.83% hits. AID 2205;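 active = plate Z-score above 3 for both tubulin-high and condensed-nucleus cell shares, with cell loss under 80%, at 10 µM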;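 also: anti alpha tubulin signal scored within the nucleus-defined area of each cell; some results filed as inactive read as strong as hits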
Yfh1-off respiration – enhancers of respiration in Yfh1-depleted yeast, dose response, Friedreich's ataxia, plus single-dose screen (AID 1465); S. cerevisiae Yfh1-off respiration, WST-1 reduction, 72 h; higher fold induction means a stronger effect; fold induction at 50 µM; hits with a dose series show EC50 in µM; 220,000 compounds, 0.074% hits;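 active = fold induction of absorbance versus untreated yeast above a set limit, then at least 30% activation at any dose in follow-up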;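 also: activators that raise dye reduction in frataxin-depleted yeast; strong numbers were not always called active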
Lipid droplet – modulators of hepatic lipid droplet formation; AML12 mouse hepatocytes, oleate lipid droplets, BODIPY imaging; inhibition, % at 6.5 µM; 240,000 compounds, 0.4% hits;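 active = lipid droplet intensity inhibited by at least 50%, with more than 500 cells counted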
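Test system: AML12 hepatocytes (mouse); reagent: oleate loading, 100 µM; dosing: one dose, 6.5 µM compound; incubation: overnight exposure; signal: fluorescence imaging, 20x objective, two fields per well; read-out basis: % inhibition of corrected integrated BODIPY droplet signal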
Ins promoter up – MIN6 insulin promoter up-regulation; 190,000 compounds, 0.3% hits; z-score at 5 µM; AID 1625; MIN6 insulin promoter-GFP reporter, high-content imaging; hits give high values;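 active = z-score above 3 at 5 µM with at least 500 cells counted in the well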
HEK293 NOD2/NF-kB – inhibition of NOD2-driven NF-kB reporter – cell-based, luminescence, uHTS, HEK293 (AID 1566). HEK293 NOD2/NF-kB luciferase reporter, luminescence; higher % means a stronger effect. 290,000 compounds, 0.63% hits. inhibition, % at 4 µM, or EC50 in µM where a hit was titrated; in the data active = inhibition above about 50%; also: many of its hits are not listed in these tables
Dynein transport – dynein cargo transport inhibition; 3617.4 mouse cells, GR-EGFP nuclear translocation imaging; test concentration mostly 20 µM; stimulated with dexamethasone, 1 µM; hits give low values; z-score, hits read low; 220,000 compounds, 0.47% hits; AID 1381;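 active = plate z-score of nuclear minus cytoplasmic receptor signal below a set negative limit, without overly bright fluorescence or cell loss, cut at about -3.5 in these data, passing the limit was not always enough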;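 also: z-score of nuclear minus cytoplasmic ring GR-EGFP intensity difference per well; some compounds called inactive have numbers as strong as hits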
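Buffer or medium – tet-free medium with charcoal-stripped serum · Signal – automated 10x imaging of fixed Hoechst-stained cells · Also added – dexamethasone agonist, 1.0 µM final, for 30 min · Incubation – induction 48 h, compound 1 h, agonist 30 min · Read-out – GR-EGFP nuclear translocation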
Autophagy mod – autophagy modulation, high-content screen; MEF GFP-LC3 puncta imaging; test concentration mostly 10 µM; calls only at 10 µM (by protocol); 190,000 compounds, 0.98% hits; AID 463193;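 active = percentage of spot-positive cells more than 3 SD above its plate mean, without a fluorescence outlier flag or 80% toxicity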;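 also: spot-positive cell cutoff set from DMSO-treated cells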
WT yeast gro inh – growth inhibition of WT yeast, mitochondrial fusion screen; mitochondrial fusion phenotypic screen, WT strain; inhibition, % at 10 µM; 190,000 compounds, 2.1% hits; AID 1362; in the data active = inhibition above about 58%; tested in S. cerevisiae
WT yeast gro inh mutant strain – also measured in WT yeast gro inh; calls as there; inhibition, %; mitochondrial fusion phenotypic screen, mutant strain inhibition
Dynein transport cytoplasmic EGFP – further read-out of Dynein transport, marked with its call; z-score; measured here: cytoplasmic GR-EGFP intensity; hits give high values
Dynein transport nuclear GR-EGFP – also measured in Dynein transport; calls as there; z-score; measured here: nuclear GR-EGFP intensity;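 lower value marks the stronger effect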
Dynein transport cell count – second read-out of Dynein transport, no call of its own (marks repeat the call); z-score; measured here: cell count per field
Ins promoter up cell count – further read-out of Ins promoter up, marked with its call; cell count; measured here: cytotoxicity, nuclei count;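 total cells summed across four imaged fields per well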
Lipid droplet cells 6.5 µM – recorded beside Lipid droplet, whose call it bears; cell count; measured here: cell count, cytotoxicity flag;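 cells counted across two imaged fields per well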
bCat nuc transl cell count 5 µM – second read-out of bCat nuc transl, no call of its own (marks repeat the call); cell count; measured here: cell count, cytotoxicity flag
MT stabilizer Hoechst-high % – recorded beside MT stabilizer, whose call it bears; % Hoechst-high responders; measured here: nuclear condensation Hoechst responders;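 share of cells brighter than vehicle mean plus two SD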
MT stabilizer cytotoxicity % – second read-out of MT stabilizer, no call of its own (marks repeat the call); toxicity, %; measured here: cytotoxicity by cell density;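 0% = mean cell density of plate MIN control wells and 100% = no cells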
Autophagy mod cell loss 18 h – second read-out of Autophagy mod, no call of its own (marks repeat the call); toxicity, %; measured here: cell loss, nuclei count;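 cell loss after 18 h compound exposure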
* = called active by the depositor; i = inactive; x = not tested or not shown; + = active, no number. Only part of the results is shown; rates above refer to the full screens.

SMILES	bCat nuc transl	bCat nuc transl cell count 5 µM	MT stabilizer	MT stabilizer Hoechst-high %	MT stabilizer cytotoxicity %	Yfh1-off respiration	Lipid droplet	Lipid droplet cells 6.5 µM	Ins promoter up	Ins promoter up cell count	HEK293 NOD2/NF-kB	Dynein transport	Dynein transport cytoplasmic EGFP	Dynein transport nuclear GR-EGFP	Dynein transport cell count	Autophagy mod	Autophagy mod cell loss 18 h	WT yeast gro inh	WT yeast gro inh mutant strain
O=C(Nc1cccnc1)c1cc(F)c(F)cc1Cl	-1.0	927	2.1	1.9	2.9	i	14	724	-0.63	1317	10%	-0.12	-0.24	0.059	0.29	i	4	2	2
Cc1cc(Cl)c(S(=O)(=O)N2CCN(c3ccccn3)CC2)cc1OCC(=O)NC1CCCCC1	0.1	1347	x	x	x	i	5	782	-0.52	974	19%	-0.1	-0.24	0.38	1.1	x	x	x	x
CN1CCCN(C(=O)CC(c2ccccc2)c2ccccc2)CC1	-2.4	1098	6.3	2.5	6.0	i	11	695	0.92	1660	0%	-0.37	0.17	0.45	0.71	i	7	2	7
O=C(Cn1cc(C(=O)C(F)(F)F)c2ccccc21)N1CCOCC1	1.1	961	3.3	1.9	12	i	2	664	0.02	1319	3%	0.35	0.25	1	-1.2	i	-6	-21	-14
O=C(NCc1cccs1)c1cc(S(=O)(=O)N2CCCCC2)ccc1Cl	2.8	584	5.9	3.3	3.6	i	10	740	x	x	13%	1.9	-0.22	1	0.22	i	-6	-12	5
COc1cc(C(=O)NCC(c2cccnc2)N2CCN(c3ccc(F)cc3)CC2)cc(OC)c1OC (stereo not drawn)	-1.3	1064	2.3	2.4	4.9	i	26	719	-0.49	1211	13%	0.33	-0.35	-0.18	-0.42	i	0	-11	21
CCc1ccccc1NS(=O)(=O)c1ccc(SC)cc1	-0.4	1106	2.2	3.0	9.3	i	-18	696	-0.64	1712	2%	0.29	-0.021	0.0056	0.45	i	-1	-4	-11
COc1ccc(Cl)cc1C(=O)NCC(c1ccco1)N1CCCC1 (stereo not drawn)	-3.0	1138	2.5	1.5	5.8	i	12	694	-0.29	1940	0%	-0.22	-0.23	-0.17	0.63	+	35*	10	3
CCC(c1nnnn1Cc1ccco1)N(CCN1CCOCC1)Cc1cc2cc(C)ccc2[nH]c1=O (stereo not drawn)	-2.1	1149	6.6	2.3	5.9	i	x	x	-0.81	988	-4%	-0.43	-0.073	0.024	0.54	i	10	13	15
Brc1ccc(-c2nnc(-c3ccccc3)c(N3CCSCC3)n2)cc1	-2.7	1267	1.7	1.2	9.0	i	x	x	-0.82	1675	-50%	0.13	-0.15	0.55	0.71	i	13	63*	41*
Nc1ccccc1C(=O)N/N=C1\C2CN3CCN(C2)CC1(c1ccccc1)C3	0.2	957	1.3	2.3	7.3	i	0	640	-0.16	1288	2%	1.6	-0.18	0.86	-2	i	-10	0	8
Cc1ccc(NC(=O)c2c([N+](=O)[O-])c(C(C)(C)C)nn2C)cc1	6.4	494	3.4	2.2	1.0	i	-16	655	-0.21	1241	17%	0.42	-0.23	-0.11	-0.47	i	-3	23	5
CCOc1ccc(OCc2ccc(C(=O)N3CCCC3)o2)cc1	4.7	998	3.1	2.8	5.6	i	1	579	0.7	1839	3%	1.1	-0.21	0.42	-0.71	i	0	-2	-13
COc1ccc(CN2C(=O)[C@@H]3C(c4ccc(F)cc4)=NO[C@@H]3C2=O)cc1	-1.0	1078	1.6	2.3	38	i	-2	736	-0.22	2020	12%	-0.28	-0.1	0.2	-0.3	i	-1	5	4
COc1ccc(-c2nc(C)ncc2-c2csc(C)n2)c(O)c1	-1.8	1264	1.3	1.3	6.7	i	-2	789	-0.09	893	-12%	-1.5	-0.035	-0.64	0.62	i	40	4	-6
Cc1cccc(-n2c(Cn3nc(C)c([N+](=O)[O-])c3C)n[nH]c2=S)c1	-1.6	1417	2.7	1.3	1.3	i	x	x	-0.4	1537	-5%	-0.39	-0.2	-0.82	0.22	i	3	26	-1
CCC(c1nnnn1CCOC)N(Cc1cc2c(C)cc(C)cc2[nH]c1=O)CC1CCCO1 (stereo not drawn)	-1.3	1325	2.8	1.4	1.9	i	x	x	-0.13	1556	8%	0.38	-0.15	-0.71	-0.25	i	-1	1	14
COc1cccc(CNC(=O)CCC2CCCN(c3cc(C)nc(N)n3)C2)c1 (stereo not drawn)	0.6	1157	3.2	2.2	9.6	i	-29	749	0.3	1473	8%	1.4	-0.38	0.43	-0.62	i	6	-10	8
CCOc1ccc(NC(C)C(=O)N/N=C/c2ccc([N+](=O)[O-])cc2)cc1 (stereo not drawn)	-2.4	1050	2.5	0.9	7.8	i	-2	690	-0.28	1349	6%	-0.31	-0.29	-0.44	0.55	i	-4	10	-11
Cn1cc(CN(Cc2ccccn2)C[C@@H]2CCC(=O)N2)c(-c2ccccc2F)n1	-0.4	890	2.0	1.7	4.0	i	16	704	x	x	-3%	0.84	-0.16	0.28	-0.75	i	62	3	-24

Next part, overlapping the part above by 4 compounds.
SMILES	bCat nuc transl	bCat nuc transl cell count 5 µM	MT stabilizer	MT stabilizer Hoechst-high %	MT stabilizer cytotoxicity %	Yfh1-off respiration	Lipid droplet	Lipid droplet cells 6.5 µM	Ins promoter up	Ins promoter up cell count	HEK293 NOD2/NF-kB	Dynein transport	Dynein transport cytoplasmic EGFP	Dynein transport nuclear GR-EGFP	Dynein transport cell count	Autophagy mod	Autophagy mod cell loss 18 h	WT yeast gro inh	WT yeast gro inh mutant strain
CCC(c1nnnn1CCOC)N(Cc1cc2c(C)cc(C)cc2[nH]c1=O)CC1CCCO1 (stereo not drawn)	-1.3	1325	2.8	1.4	1.9	i	x	x	-0.13	1556	8%	0.38	-0.15	-0.71	-0.25	i	-1	1	14
COc1cccc(CNC(=O)CCC2CCCN(c3cc(C)nc(N)n3)C2)c1 (stereo not drawn)	0.6	1157	3.2	2.2	9.6	i	-29	749	0.3	1473	8%	1.4	-0.38	0.43	-0.62	i	6	-10	8
CCOc1ccc(NC(C)C(=O)N/N=C/c2ccc([N+](=O)[O-])cc2)cc1 (stereo not drawn)	-2.4	1050	2.5	0.9	7.8	i	-2	690	-0.28	1349	6%	-0.31	-0.29	-0.44	0.55	i	-4	10	-11
Cn1cc(CN(Cc2ccccn2)C[C@@H]2CCC(=O)N2)c(-c2ccccc2F)n1	-0.4	890	2.0	1.7	4.0	i	16	704	x	x	-3%	0.84	-0.16	0.28	-0.75	i	62	3	-24
CC1(C)CC(=O)C2=C(C1)N(c1ccc(Cl)cc1)C(=O)C2(O)C(F)(F)F (stereo not drawn)	x	x	3.3	3.0	5.7	i	9	699	0.08	1462	-6%	-0.65	-0.27	-0.43	0.2	i	-5	-5	-1
CS(=O)(=O)c1ccc(Cl)c(NC(=O)COC(=O)c2cccc(C#N)c2)c1	-2.6	1116	3.1	1.3	4.1	i	-4	749	-0.3	1090	-2%	-0.91	-0.21	-0.72	1.2	i	19	-6	-29
Cc1cc(=O)[nH]c(SCc2csc(-c3ccccc3)n2)n1	-1.6	974	1.1	2.0	5.2	i	-1	616	0.01	1315	-12%	-0.011	-0.2	0.68	-0.54	i	-1	-7	-10
COc1ccc(NC(=O)Cc2c(SC)c3ccccc3n2Cc2ccccc2)cc1	-2.2	528	4.6	4.5	4.9	i	40	670	0.16	1220	-2%	0.15	-0.23	0.15	1.2	i	13	10	3
COC(=O)c1nc2n(n1)C(c1ccccc1OC)C1=C(CCCC1=O)N2 (stereo not drawn)	-0.4	865	5.0	2.0	5.8	i	11	725	1.7	1212	9%	0.29	-0.12	0.29	0.5	i	-14	-2	-16
CCOC(=O)c1cc(C#N)c(SC)nc1C	-2.6	1208	x	x	x	i	10	732	-0.04	1438	-6%	-0.29	-0.29	-0.16	0.34	x	x	x	x
C(=N\Nc1nc(-c2ccccc2)cs1)/c1ccco1	-0.5	1184	2.1	2.5	10	i	7	699	0.14	1442	-104%	-0.86	5.2	0.92	-0.082	i	-2	19	13
Cc1ccc(-n2ncc3c(NCCCN4CCOCC4)ncnc32)c(C)c1	x	x	2.6	3.6	7.9	i	x	x	-0.32	1025	26%	-0.57	-0.26	-0.068	0.45	i	7	10	7
